PfHsp40 yeast = restores yeast growth despite PfHsp40 toxicity; 340,000 tested, 0.68% active; growth rescue, % at 12.5 µM; AID 504582; S. cerevisiae expressing PfHsp40, growth rescue, ATP luminescence; in the data active = growth rescue above about 28%, passing the limit was not always enough; inconclusive = no clear call, values can overlap the other calls;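 note: yeast W303a lacking pdr1 and pdr3 grown in galactose medium; growth measured after three days at 30 °C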
UGM FP inh = blocks M. tuberculosis UGM enzyme | purified UGM, fluorescence polarization probe displacement | inhibition, % at 10 µM | 320,000 tested, 0.06% active | AID 504406; in the data active = inhibition above about 10%, passing the limit was not always enough; inconclusive = no clear call, values can overlap the other calls
Target sequence (P9WIQ1 whole entry, looked up): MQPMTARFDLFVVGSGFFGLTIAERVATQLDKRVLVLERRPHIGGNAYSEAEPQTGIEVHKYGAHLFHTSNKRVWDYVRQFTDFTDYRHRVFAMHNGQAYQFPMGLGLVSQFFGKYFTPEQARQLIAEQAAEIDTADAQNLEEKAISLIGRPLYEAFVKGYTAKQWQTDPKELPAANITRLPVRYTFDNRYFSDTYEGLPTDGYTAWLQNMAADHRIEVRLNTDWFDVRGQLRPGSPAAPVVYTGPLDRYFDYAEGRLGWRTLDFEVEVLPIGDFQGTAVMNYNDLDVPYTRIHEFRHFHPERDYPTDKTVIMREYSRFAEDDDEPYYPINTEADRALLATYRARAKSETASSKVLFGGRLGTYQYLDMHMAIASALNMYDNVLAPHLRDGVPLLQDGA
FadD28 FP inh = inhibitors of Mycobacterium tuberculosis FadD28 bisubstrate binding; FadD28 bisubstrate probe binding, fluorescence polarization; inhibition, % at 12.5 µM; 360,000 tested, 0.22% active; AID 588549; in the data active = inhibition above about 8.5%, passing the limit was not always enough; inconclusive = no clear call, values can overlap the other calls
Yp Topo-I inh = inhibitors of Yersinia pestis topoisomerase I | Y. pestis Topo-I cleavage product accumulation, plate reader | activity, % at 10 µM | 360,000 tested, 0.064% active | AID 504884; in the data active = activity above about 50%, passing the limit was not always enough; inconclusive = no clear call, values can overlap the other calls; note: inactives centre near 2
BioA inh = BioA (M. tuberculosis) enzyme inhibition; purified M. tuberculosis BioA enzyme, plate reader; 360,000 tested, 0.096% active; inhibition, % at 9.99 µM; in the data active = inhibition above about 40%; inconclusive = no clear call, values can overlap the other calls
Mtb FBA inh = inhibits M. tuberculosis FBA enzyme. P9WQA3. purified M. tuberculosis FBA, fluorescence read-out. inhibition, % at 1 µM. 360,000 tested, 2.3% active; in the data active = inhibition above about 27%;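 note: 0% = vehicle and 100% = reference inhibitor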
Target sequence (P9WQA3 whole entry, looked up): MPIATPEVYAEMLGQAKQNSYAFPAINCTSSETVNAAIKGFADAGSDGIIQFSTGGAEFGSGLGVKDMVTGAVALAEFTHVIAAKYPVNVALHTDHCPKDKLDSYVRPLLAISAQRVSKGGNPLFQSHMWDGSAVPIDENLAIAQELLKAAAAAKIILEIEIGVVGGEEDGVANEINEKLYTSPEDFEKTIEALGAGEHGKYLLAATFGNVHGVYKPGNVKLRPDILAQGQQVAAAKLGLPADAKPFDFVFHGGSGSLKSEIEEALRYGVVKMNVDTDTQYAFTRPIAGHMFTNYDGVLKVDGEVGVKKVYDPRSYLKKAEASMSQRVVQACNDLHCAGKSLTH
Vc quorum ag = quorum light induction in luxS cqsA deficient V. cholerae | V. cholerae BH1578 lux reporter, luminescence, 6 h | activation, % at 18.7 µM | 350,000 tested, 0.16% active; in the data active = activation mostly above about 9.7%, no sharp cut-off; inconclusive = no clear call, values can overlap the other calls; inactive = mostly below about 3.7%; note: not every result past the cut was called active; inactives centre near 0; reference of the scale not given here
GDH-TPI inh = inhibits GDH-TPI coupling enzymes, artifact for Mtb FBA screen; GDH-TPI coupled enzyme counterscreen, NADH absorbance; inhibition, % at 4.8 µM; 360,000 tested, 1.2% active; in the data active = inhibition above about 30%;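 note: 0% = DMSO wells and 100% = wells lacking the enzyme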
TcdB inh = TcdB glycohydrolase inhibition; TcdB glycohydrolase enzymatic assay, plate reader; 350,000 tested, 0.24% active; AID 652162; inhibition, % at 9.99 µM; P18177; in the data active = inhibition above about 10%
Starred values were filed as active, the others as inactive; i = inactive; u = inconclusive; x = not tested or not shown; + = active, no number.

SMILES	PfHsp40 yeast	UGM FP inh	FadD28 FP inh	Yp Topo-I inh	BioA inh	Mtb FBA inh	Vc quorum ag	GDH-TPI inh	TcdB inh
Cc1ccc(S(=O)(=O)NCC(=O)OCC(=O)Nc2cccc(S(=O)(=O)NC3=NCCCCC3)c2)cc1	1.2	-1.5	0.5	10.4	x	-1.4	-0.3	-1.9	0.3
CN1CCN(c2ccc(NC(=O)c3ccco3)cc2Cl)CC1	3.5	-1.4	-0.7	0.5	0.7	0.4	-0.6	9.3	0.8
C/C(=N\NC(=O)c1nnn(-c2nonc2N)c1CSc1ccc(C)cc1)c1cccs1	x	x	0.6	3.7	-0.1	4.2	i	3.5	0.4
O=C(Nc1cccnc1Cl)c1cc(-c2cccc(O)c2)on1	0.4	-0.9	-0.6	12.6	2.9	-0.8	-0.3	0.8	1.3
O=c1c(C(c2ccc(O)cc2)c2c(O)nc3n(c2=O)CCCS3)c(O)nc2n1CCCS2	-0.2	-2.3	2.0	2.3	-0.6	-2.4	i	5.1	x
O=C(NCc1cccnc1)C1CCCN1S(=O)(=O)c1ccc(Cl)cc1 (stereo unspecified)	0.1	0.0	1.1	-6.0	-1.7	3.1	0.8	6.9	1.5
CN(C(=O)COC(=O)CNC(=O)c1ccccc1F)C1CCCCC1	-1.1	-0.8	-0.7	4.9	x	4.0	3.2	1.4	1.3
CCN(CC)C(=O)Cn1cc(C(=O)C(=O)NCCCn2ccnc2)c2ccccc21	0.4	-0.3	-4.6	13.1	x	-2.5	-0.3	1.8	2.2
CN(C(=O)CSc1nnc(C(F)(F)F)n1N)C1CCS(=O)(=O)C1 (stereo unspecified)	3.3	-2.1	-0.2	2.6	1.2	1.4	-0.3	-2.4	1.0
CCC1(CC)SCCNC1=O	-0.3	x	1.8	-0.9	-0.6	0.5	i	3.9	-1.5
O=c1[nH]cnc2ncc(-c3ccc(O)cc3)nc12	0.3	-6.3	-0.4	-6.6	0.1	-1.7	0.2	29.2	1.1
O=C(CCS(=O)(=O)Cc1ccccc1)NC1CCCCC1	4.2	1.2	-0.6	-2.7	-2.9	0.9	i	-2.0	x
CC(C)CC(=O)NCc1ccc2[nH]c3c(c2c1)CCCC3	-0.4	0.6	-0.6	4.6	-1.8	3.1	-0.4	2.9	5.1
COc1cc(Nc2ncnc(N)n2)cc(OC)c1	0.2	2.2	-1.8	5.2	x	-0.5	-0.5	-4.0	0.7
O=C(O)C1CC(=O)N(c2ccc(OCc3ccccc3Cl)cc2)C1 (stereo unspecified)	-1.1	-2.4	-4.3	6.5	-0.9	-2.1	-0.8	-6.0	0.5
COc1ccc2nc(Nc3nc(-c4cc5ccccc5oc4=O)cs3)sc2c1	-1.3	-3.5	-0.4	-6.1	-3.5	0.8	i	14.8	x
CN(c1ccccc1)S(=O)(=O)c1ccc(C(=O)NCc2ccco2)cc1	-0.4	x	-1.4	-10.5	-0.6	-1.4	2.1	-2.1	0.6
CN(C)c1ccc(-c2ccnc3c2CC(C)(C(=O)NCCc2ccccc2)O3)cc1 (stereo unspecified)	x	x	-1.6	29.6	-1.0	47.0*	i	15.0	0.3
CCOC(=O)C(C)C1(O)c2ccccc2-c2ncccc21 (stereo unspecified)	-1.3	0.2	-0.2	-0.7	0.0	0.4	i	5.8	1.6
CCCCC(=O)N1CCCC(c2nc3c(nnn3Cc3cc(C)ccc3C)c(=O)[nH]2)C1 (stereo unspecified)	-0.4	0.8	-4.3	20.9	1.6	-0.2	-1.4	7.9	x

3 compounds out of the list, ordered by count of non-hydrogen atoms, smallest number first:
SMILES	PfHsp40 yeast	UGM FP inh	FadD28 FP inh	Yp Topo-I inh	BioA inh	Mtb FBA inh	Vc quorum ag	GDH-TPI inh	TcdB inh
O=c1[nH]cnc2ncc(-c3ccc(O)cc3)nc12	0.3	-6.3	-0.4	-6.6	0.1	-1.7	0.2	29.2	1.1
O=C(O)C1CC(=O)N(c2ccc(OCc3ccccc3Cl)cc2)C1 (stereo unspecified)	-1.1	-2.4	-4.3	6.5	-0.9	-2.1	-0.8	-6.0	0.5
C/C(=N\NC(=O)c1nnn(-c2nonc2N)c1CSc1ccc(C)cc1)c1cccs1	x	x	0.6	3.7	-0.1	4.2	i	3.5	0.4

New compounds follow
SMILES	PfHsp40 yeast	UGM FP inh	FadD28 FP inh	Yp Topo-I inh	BioA inh	Mtb FBA inh	Vc quorum ag	GDH-TPI inh	TcdB inh
COc1ccc(C(CNC(=O)c2cccc(S(=O)(=O)Nc3ccc(C)cc3)c2)N2CCOCC2)cc1 (stereo unspecified)	x	-2.7	-2.3	3.1	x	0.9	-0.7	3.6	2.9
Cc1cc([N+](=O)[O-])nn1CC(=O)NC1CCCCC1	0.0	-1.0	-3.0	-9.0	-2.1	-4.0	0.6	5.4	0.3
Cc1cc(=O)oc2cc3c(cc12)OCO3	0.6	-1.7	-0.1	-7.5	-1.0	+	i	20.0	1.2
Cc1ccc(C)c(OCCC(=O)OCC(=O)NC(=O)NCc2ccccc2)c1	1.5	4.2	-2.8	37.0	-1.8	-2.2	-7.9	2.9	1.4
COC(=O)c1c(NC(=O)CN(C)CC(=O)Nc2ccc(C)cc2)sc2c1CCC(C)C2 (stereo unspecified)	0.7	-1.1	x	39.3	-0.9	-3.9	i	-4.7	1.0
O=C(NC(=S)Nc1ccccc1)c1ccc(Br)o1	1.1	0.0	-2.4	11.4	-1.6	-1.6	-0.3	3.2	0.5
CC(Oc1ccccc1)C(=O)Nc1ccc(S(=O)(=O)NCC2CCCO2)cc1 (stereo unspecified)	0.5	-0.7	-2.5	7.7	x	0.2	i	4.2	x
O=C(Nn1c(-c2ccccc2)nc2ccccc2c1=O)c1ccco1	0.4	3.1	-1.0	5.7	0.3	4.4	0.6	2.4	x
Cc1ccc(S(=O)(=O)N(Cc2cccnc2)Cc2cc3ccccc3[nH]c2=O)cc1	-1.3	-1.0	x	-6.1	-2.4	-1.6	-0.3	0.4	-0.4
Cc1ccc2[nH]cc(C(=O)CN3CCOCC3)c2c1	-0.5	-1.2	-2.5	2.8	0.2	2.1	i	4.7	1.1
COCCNC(=O)/C(C#N)=C/c1ccc(N2CCOCC2)o1	7.2	-3.5	-3.8	1.7	x	-50.7	-0.6	-10.3	x
CCCCn1c(/N=C/c2cc(OC)ccc2O)nc2ccccc21	0.0	-0.4	-2.0	2.9	-0.5	3.0	i	-1.7	x
CSc1ccccc1OCc1cc(C(=O)N2CCC(c3ccncc3)CC2)no1	-2.4	3.0	0.6	38.0	0.6	-0.9	-0.3	5.2	-0.1
O=C(Nc1cc(Cl)cc(Cl)c1)Nc1cnccn1	-0.6	-3.0	x	0.8	-1.4	-2.4	i	-1.0	-0.9
CC1CCN(C(C(=O)O)c2ccccc2)CC1 (stereo unspecified)	0.4	0.9	-3.4	5.5	x	-1.1	i	-1.9	0.2
COC(=O)c1ccc(NC(=O)c2ccccc2SC)cc1	0.3	-0.7	-0.6	4.6	1.6	3.3	i	2.8	x
O=C(CN1CCN(c2ncccn2)CC1)NCc1ccccc1	-0.8	-2.6	-0.4	-0.2	0.7	-0.9	-0.3	16.9	x
O=C(NCC(O)c1ccc([N+](=O)[O-])cc1)c1cccc(S(=O)(=O)N2CCOCC2)c1 (stereo unspecified)	-1.3	-0.7	-5.1	0.8	0.1	-1.5	i	4.2	0.7
O=C1CC(C(=O)N2CCOCC2)C2(CCCCC2)O1 (stereo unspecified)	-1.6	-1.0	-0.5	8.6	0.1	-0.2	-1.0	3.3	-0.1
N#Cc1ccccc1NC(=O)COC(=O)/C=C/c1ccc(S(=O)(=O)N2CCOCC2)cc1	1.4	2.4	-2.5	4.2	0.6	-3.2	i	-8.6	0.8
COc1ccc(-n2c(O)c(C=NCCCn3ccnc3)c(=O)[nH]c2=O)cc1	0.0	0.8	-2.1	2.5	-0.6	-0.9	i	-13.4	x
O=C(COc1ccccc1F)Nc1nnc(C2CCCC2)s1	0.2	-1.5	-3.2	-4.2	-1.2	1.1	i	-8.4	0.5
COc1cccc(-c2c(-c3cc(OC)cc(OC)c3)n(C)c3ccc(-c4ccc5cc[nH]c5c4)cc23)c1	1.0	-1.2	-2.7	-16.4	-2.6	33.7*	i	32.6*	1.3
CC(C)(C)C(=O)NC(n1cnc2c(N3CCOCC3)ncnc21)C(Cl)(Cl)Cl (stereo unspecified)	-1.2	0.4	-3.6	-12.2	1.1	2.9	-0.2	0.0	-0.2
CCN(CCNC(=O)Nc1ccc(Cl)cc1)c1ccccc1	1.9	1.6	-0.2	-9.4	x	-1.9	i	5.4	x
CCOC(=O)c1ccccc1NC(=O)CSc1nc2ccccc2n1CC(=O)N1CCCC1	1.0	1.9	-1.9	31.7	1.1	-1.2	i	-2.1	x
CN(C(=O)c1ccc(-c2ccccc2)cc1)C1CCCCC1	x	-4.2	-2.2	25.2	1.9	0.7	-1.2	-5.2	3.0
CN(c1ccccc1)S(=O)(=O)c1cccc(C(=O)Nc2nn[nH]n2)c1	-2.1	-1.1	-2.4	5.9	0.8	1.8	i	-5.3	0.4
Cc1ccc(C(=O)N/C(=C/c2ccccc2)C(=O)NCC2CCCO2)cc1 (stereo unspecified)	0.7	-1.2	-1.1	-8.7	0.3	1.1	1.8	9.3	-3.7
CCC(NC(=O)OC(C)(C)C)C(=O)Oc1ccc2c3c(c(=O)oc2c1)CCC3 (stereo unspecified)	0.4	0.3	-1.3	5.9	-0.3	x	i	5.7	x
CNc1nc(C(=O)O)nc(N2CCOCC2)n1	1.8	1.9	-0.5	4.3	0.6	-0.1	-1.5	2.5	0.8
C=CCc1cc(C=O)cc(OC)c1OCc1ccc(Cl)cc1	3.1	1.2	-0.8	20.6	-2.0	4.7	i	9.3	x
CN1CC[n+]2cnc3ccccc3c21	-0.3	-0.6	-3.9	4.3	-0.6	1.7	i	19.5	x
CN(CCc1ccccn1)C(=O)Nc1ccc(C(C)(C)C)cc1	-0.3	0.6	-1.7	-2.2	-0.9	0.8	-0.5	-4.1	2.8
CC1CCN(C(=O)c2ncn(Cc3ccccc3)c2C(=O)N2CCC(C)CC2)CC1	-1.3	-2.5	-0.3	16.4	-1.9	1.4	-0.8	1.4	0.9
C=CCn1c(SCC(=O)NCCO)nc2sc(C)c(C)c2c1=O	-0.4	-0.7	-2.0	8.2	x	1.1	0.3	11.8	1.6
COc1cc2ncnc(NCc3cc(F)ccc3F)c2cc1OC	2.2	-0.8	x	-4.2	-0.5	1.9	i	-3.2	0.6
CCn1c(CCl)nc2cc(S(=O)(=O)N3CCOCC3)ccc21	x	3.3	-0.3	6.2	2.1	2.1	-0.1	-2.6	0.6
Cc1ccc(C(=O)OCC(=O)Nc2ccc3c(c2)OCO3)cc1S(=O)(=O)N1CCOCC1	0.5	1.0	u	14.0	1.4	1.1	-0.5	-1.9	x
O=C(c1cnc2ccccn2c1=O)N1CCCc2ccccc21	1.4	1.1	-3.3	1.8	-0.7	-0.5	-0.4	16.8	x
COc1ccccc1NC(=O)CSc1nnc(Cc2cc(=O)[nH]c(=O)[nH]2)n1-c1ccccc1	0.5	-2.0	-2.9	5.0	7.2	-0.6	i	1.8	x
CCOC(=O)CC1C(=O)NCCN1S(=O)(=O)c1ccc(F)cc1 (stereo unspecified)	-0.7	-1.2	-0.8	-7.9	x	4.0	0.0	-1.2	0.8
COCCNC(=O)c1ccccc1NC(=O)c1ccccc1N(C)S(=O)(=O)c1ccccc1	0.1	1.5	-1.5	3.5	-0.6	0.4	-0.4	0.0	x
Cc1ccnc(NC(=O)COc2ccc3oc4c(c3c2)CCCC4)c1	-0.6	-0.3	-2.6	6.7	-0.5	-1.4	i	13.3	x
CCOC(=O)N1CCN(C(=O)COc2ccc(S(=O)(=O)NC(C)C)cc2)CC1	-1.0	-0.4	-0.6	-2.2	0.1	-0.5	-0.9	5.0	0.2

Pulled by compound from the entries so far:
SMILES	PfHsp40 yeast	UGM FP inh	FadD28 FP inh	Yp Topo-I inh	BioA inh	Mtb FBA inh	Vc quorum ag	GDH-TPI inh	TcdB inh
N#Cc1ccccc1NC(=O)COC(=O)/C=C/c1ccc(S(=O)(=O)N2CCOCC2)cc1	1.4	2.4	-2.5	4.2	0.6	-3.2	i	-8.6	0.8
CCCCn1c(/N=C/c2cc(OC)ccc2O)nc2ccccc21	0.0	-0.4	-2.0	2.9	-0.5	3.0	i	-1.7	x
CCN(CC)C(=O)Cn1cc(C(=O)C(=O)NCCCn2ccnc2)c2ccccc21	0.4	-0.3	-4.6	13.1	x	-2.5	-0.3	1.8	2.2

Screening data (PubChem BioAssay)
